VLA-4 inh – inhibition in a human VLA-4 binding assay; AID 2557; inhibition, % (about 7 µM as worked out from the volumes in the protocol); VLA-4 expressing cells, ligand binding flow cytometry; 330,000 compounds, 0.2% hits; P13612; in the data active = inhibition above about 50%
Target sequence (P13612 whole entry, looked up): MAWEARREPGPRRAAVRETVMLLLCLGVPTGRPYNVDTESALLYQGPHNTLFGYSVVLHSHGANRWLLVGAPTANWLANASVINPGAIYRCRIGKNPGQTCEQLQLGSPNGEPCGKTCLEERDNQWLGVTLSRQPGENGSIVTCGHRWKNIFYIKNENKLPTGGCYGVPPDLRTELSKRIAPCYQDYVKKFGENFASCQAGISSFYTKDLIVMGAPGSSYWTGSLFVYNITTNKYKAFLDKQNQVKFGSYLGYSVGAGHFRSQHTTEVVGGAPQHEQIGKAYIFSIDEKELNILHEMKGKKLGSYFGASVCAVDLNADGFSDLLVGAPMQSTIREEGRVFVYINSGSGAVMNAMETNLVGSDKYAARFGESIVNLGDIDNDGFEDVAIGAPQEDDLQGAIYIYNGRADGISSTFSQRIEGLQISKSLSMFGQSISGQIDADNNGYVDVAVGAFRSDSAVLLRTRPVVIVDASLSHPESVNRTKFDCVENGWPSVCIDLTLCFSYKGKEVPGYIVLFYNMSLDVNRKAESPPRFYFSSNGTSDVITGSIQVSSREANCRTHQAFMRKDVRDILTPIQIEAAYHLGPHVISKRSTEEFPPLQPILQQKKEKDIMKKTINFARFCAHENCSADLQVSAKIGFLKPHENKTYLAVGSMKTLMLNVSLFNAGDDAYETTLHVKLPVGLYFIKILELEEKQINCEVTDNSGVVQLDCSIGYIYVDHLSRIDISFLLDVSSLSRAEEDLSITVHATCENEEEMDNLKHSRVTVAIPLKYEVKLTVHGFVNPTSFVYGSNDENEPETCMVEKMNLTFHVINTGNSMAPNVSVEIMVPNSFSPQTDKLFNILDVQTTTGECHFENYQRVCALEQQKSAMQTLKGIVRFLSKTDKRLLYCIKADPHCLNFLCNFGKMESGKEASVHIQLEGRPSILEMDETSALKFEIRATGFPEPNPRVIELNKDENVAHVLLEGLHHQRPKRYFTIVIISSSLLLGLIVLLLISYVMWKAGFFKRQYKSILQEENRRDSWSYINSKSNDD
MEP2-GFP yeast – yeast TOR pathway MEP2-GFP modulation | S. cerevisiae MEP2-GFP strain, flow cytometry GFP, 3 h; 100% = DMSO control level | GFP response vs DMSO, % at 10 µM | 330,000 compounds, 0.51% hits | AID 2016;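 active = GFP response versus DMSO above a set limit, roughly screen mean plus 3 SD, cut at about 180% in these data; inconclusive = fewer than 70 cells counted for a yeast strain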;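 also: median GFP fluorescence of the barcode-gated MEP2-GFP cells per well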
AGP1-GFP MLPCN – alters AGP1-GFP fluorescence in TOR pathway yeast screen | AID 2066 | GFP response vs DMSO, % at 10 µM | S. cerevisiae AGP1-GFP multiplex flow cytometry, 3 h; GFP as percent of DMSO wells | 320,000 compounds, 0.02% hits;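 active = GFP response relative to DMSO above a set limit, near screen average plus 3 SD, cut at about 150% in these data; inconclusive = fewer than 70 cells counted for the yeast strain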;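 also: median GFP channel fluorescence of the gated AGP1 strain per well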
CIT2-GFP yeast – alters CIT2-GFP fluorescence in TOR pathway yeast screen; 320,000 compounds, 0.065% hits; S. cerevisiae CIT2-GFP strain, flow cytometry, 3 h; 100 means same as DMSO wells; AID 2029; GFP response vs DMSO, % at 10 µM;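 active = GFP response relative to DMSO above a set limit, near the screen mean plus 3 SD, cut at about 150% in these data; inconclusive = Fewer than 70 cells measured for a yeast strain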;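 also: ratio of well median GFP fluorescence to mean of DMSO wells on the plate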
RPL19A TOR yeast – alters RPL19A-GFP fluorescence in TOR pathway yeast screen; S. cerevisiae RPL19A-GFP strain, flow cytometry, 3 h; stronger effect = lower value; percent response vs DMSO, % at 10 µM; 330,000 compounds, 0.3% hits; AID 2025;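 active = percent response vs DMSO below 50%; inconclusive = fewer than 70 events counted for the yeast strain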;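 also: median channel GFP fluorescence of the barcoded RPL19A-GFP strain; ratio of sample median GFP to plate DMSO average so 100% = DMSO; lower means less RPL19A-GFP as with rapamycin TOR inhibition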
JMJD2C inh – human JMJD2C demethylase inhibition; 330,000 compounds, 0.069% hits; AID 2099; Q9H3R0; GST-JMJD2C(1-420) H3K9me3 demethylation, DELFIA europium; inhibition, % at 2.35 µM;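 active = more than half of a compound's replicate wells show inhibition beyond 50%, single wells judged on their own value; inconclusive = some, but no more than half, of replicates pass 50% inhibition; inactive = no replicate passes 50% inhibition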;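 also: signal counts dimethyl H3K9 product captured on neutravidin plate; 0% = median of DMSO wells and 100% = 0.3 times that DMSO median; strong numbers were not always called active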
GRK2 aptamer HTS – inhibitors of human GRK2 displacing RNA aptamer | AID 488847 | inhibition of aptamer binding, % at 10 µM | 330,000 compounds, 0.59% hits | bead flow cytometry, FAM-aptamer displacement from GRK2;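 active = inhibition of aptamer binding above 40%, roughly 3 SD of noise, on plates passing a quality check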;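 also: median bead fluorescence of bound FAM aptamer so fluorescent compounds give negative values; no value below 0 was filed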
LAP4-GFP MLPCN – yeast TOR pathway LAP4-GFP modulation. S. cerevisiae LAP4-GFP multiplex, flow cytometry GFP, 3 h; median GFP as percent of DMSO wells. 320,000 compounds, 0.34% hits. GFP response vs DMSO, % at 10 µM. AID 2023;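 active = GFP response vs DMSO above a set limit, about the screen mean plus 3 SD, cut at about 150% in these data; inconclusive = under 70 cell events counted for the yeast strain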
* hit, by the source's call; ? = inconclusive; . = not tested or not shown; & = joins results of further samples; [ ] = dose if it differs, or a comment.

SMILES	VLA-4 inh	MEP2-GFP yeast	AGP1-GFP MLPCN	CIT2-GFP yeast	RPL19A TOR yeast	JMJD2C inh	GRK2 aptamer HTS	LAP4-GFP MLPCN
CC(C)CN(C(=O)CSc1nnc(-c2cccs2)n1N)c1c(N)n(Cc2ccccc2)c(=O)[nH]c1=O	-8	90	97	87	86	1	1	89
CCOCc1[nH]c(=S)[nH]c(=O)c1Cc1ccc(OC(C)C)cc1	-7	102	108	102	101	1	0	103
CC1(C)C2CC=C(/C=N/n3cnnc3)C1C2 (stereo not drawn)	9	106	88	111	100	6	2	98
CCN(CC)c1ccc(NC(=O)CN2CCN(c3ccccc3F)CC2)cc1	11	96	101	105	97	-4	4	95
CC(=O)c1c(C)[nH]c(C(=O)OCC(=O)NCc2cccs2)c1C	-3	116	112	112	106	3	2	119
O=C(NCCCn1ccnc1)c1cccc(S(=O)(=O)NCc2ccccc2)c1	8	102	102	106	100	-22	7	109
CC12CCC(=O)N1C(C(=O)N1CCN(S(=O)(=O)c3cccc(C(F)(F)F)c3)CC1)CS2 (stereo not drawn)	1	109	111	107	101	16	0	108
Cc1ccc(O)c(C(=O)c2cnn(C(=O)COc3ccc(Cl)cc3)c2)c1	-9	113	99	104	105	0	0	94
CC12CS(=O)(=O)CC1SC(=S)N2Cc1ccccc1 (stereo not drawn)	-3	95	108	103	104	8	0	102
CCN(Cc1ccncc1)C(=O)c1ccccc1NS(=O)(=O)c1ccc(F)cc1	7	102	101	92	98	1	0	104
CC(CN1CCCCC1)OC(=O)c1ccccc1Cl (stereo not drawn)	22	97	94	103	95	-10	0	94
COCCCN(C(=O)c1ccco1)c1nc(-c2ccc(OC)cc2)cs1	4	150	95	112	96	1	4	76

Random excerpt: four compounds from above
SMILES	VLA-4 inh	MEP2-GFP yeast	AGP1-GFP MLPCN	CIT2-GFP yeast	RPL19A TOR yeast	JMJD2C inh	GRK2 aptamer HTS	LAP4-GFP MLPCN
CCOCc1[nH]c(=S)[nH]c(=O)c1Cc1ccc(OC(C)C)cc1	-7	102	108	102	101	1	0	103
O=C(NCCCn1ccnc1)c1cccc(S(=O)(=O)NCc2ccccc2)c1	8	102	102	106	100	-22	7	109
CC(CN1CCCCC1)OC(=O)c1ccccc1Cl (stereo not drawn)	22	97	94	103	95	-10	0	94
CC12CS(=O)(=O)CC1SC(=S)N2Cc1ccccc1 (stereo not drawn)	-3	95	108	103	104	8	0	102

(listing goes on)
SMILES	VLA-4 inh	MEP2-GFP yeast	AGP1-GFP MLPCN	CIT2-GFP yeast	RPL19A TOR yeast	JMJD2C inh	GRK2 aptamer HTS	LAP4-GFP MLPCN
CC(=O)c1c(NCCc2ccccc2)nc(=S)n(-c2ccccc2)c1C	15	97	75	79	86	4	0	88
COCCn1c(SCC(=O)NC2CCCCC2)nnc1-c1ccco1	0	104	103	100	104	4	1	98
COc1ccc(OCC(=O)NNC(=O)C(=O)Nc2ccccc2)cc1	-11	105	100	97	99	8	0	96
CCOc1ccccc1N(C)C(=O)c1ccc2c(=O)n3c(nc2c1)CCCCC3	2	106	100	102	102	14	1	101
Cc1csc(CN(C)C(=O)CC2C(=O)NCCN2Cc2ccc(-c3ccccc3)cc2)n1 (stereo not drawn)	-5	98	102	89	95	-12	0	102
CCOc1ccc(NC(=O)CN(C)C(=O)c2ccc(N3CCCCCC3)c([N+](=O)[O-])c2)cc1OCC	28	102	108	105	99	-9	0	108
CSCCC(N=C(NS(=O)(=O)c1ccc(C)cc1)c1ccccc1)C(=O)O (stereo not drawn)	2	104	106	102	104	6	0	104
COC(=O)c1ccccc1NC(=O)CN1CCC(C(=O)c2ccc3c(c2)OCCO3)CC1	14	104	101	99	101	4	0	105
Cc1ccccc1-n1c(SCc2cccc(F)c2)nc2[nH]ncc2c1=O	2	109	107	115	108	3	0	93
CC(O)[C@H]1CN=C(N)N1CC1CCCCC1 (stereo partly drawn)	22	101	98	98	100	7	4	97
COc1ccc(NC(=O)c2cc(S(=O)(=O)N3CCc4ccccc43)cn2C)c(OC)c1	14	101	99	95	98	13	2	99
CCOC(=O)C1CCN(C(=O)CSc2cc(=O)n(CC)c3ccccc23)CC1	13	104	98	96	99	35&3	3	100
COc1ccc(C(=O)/C=C/Nc2ccc(S(=O)(=O)Nc3nc(C)cc(C)n3)cc2)cc1OC	-6	107	109	110	103	-3	0	100
COc1c2ccoc2nc2c(OC)c(OCC(O)C(C)(C)O)ccc12 (stereo not drawn)	14	102	91	97	90	.	4	88
Cc1ccccc1NC(=O)c1cccc(Cn2cc(Br)c([N+](=O)[O-])n2)c1	-3	87	92	93	94	-12	0	90
CCOc1cc(CNCc2ccncc2)cc(Cl)c1OC	9	93	94	98	102	-21	0	87
O=C(Nc1cccc(-n2cnnn2)c1)c1cc(Cl)nc(Cl)c1	1	106	98	90	97	?	0	91
CC(C)(C)CC(C)(C)NCC(O)COc1c(F)cc(Br)cc1F (stereo not drawn)	6	98	101	103	98	-1	0	97
Clc1cccc(Cl)c1CON/C=N/c1ncnc2sccc12	4	107	104	102	101	9	1	101
O=C(COc1ccc(Cl)cc1)Nc1ncccn1	6	96	96	95	90	5	0	81
Cn1cnc([N+](=O)[O-])c1Oc1ccc2ccccc2c1	-7	86	76	83	110	1	0	79
CCOCCCNC(=S)N1CCN(c2nc(-c3ccccc3)cs2)CC1	2	91	98	99	103	-5	1	87
CN(C(=O)Nc1ccccc1)C1CCCc2ccccc21 (stereo not drawn)	1	99	97	100	100	17	0	90
CCOc1ccc2[nH]c(=O)c(C(c3nnnn3CC3CCCO3)N3CCc4ccccc4C3)cc2c1 (stereo not drawn)	36	105	107	95	102	2	0	94
CC1=NN(c2ccccc2)C(=O)C1N=Nc1ccc(S(N)(=O)=O)cc1 (stereo not drawn)	-10	100	96	95	101	-12	0	91
CC(C)c1ccc(NC(=O)CSc2n[nH]c(=O)n2-c2ccc3c(c2)OCCO3)cc1	8	116	118	114	114	0	0	132
Cc1cccc(NC(=S)NNC(=O)CCn2nc(C)c([N+](=O)[O-])c2C)c1	-1	?	?	?	?	-25	0	?
CCCc1cc(C(=O)Nc2ccc(C)cc2)no1	1	97	93	99	93	-1	0	100
Cc1ccc(NC(=O)CSc2nnc(C)c(=O)n2N)cc1	5	102	111	98	104	0	4	97
O=C1CC(SCc2nc3ccccc3[nH]2)C(=O)N1c1cccc(F)c1 (stereo not drawn)	-11	105	102	99	99	-13	0	116
Cc1noc(C)c1S(=O)(=O)N1CCC(C(=O)N(C)Cc2ccccc2)CC1	-9	98	96	99	92	0	1	92
CCOC(=O)c1ccc(NC(=O)NC(C)C2CCCO2)cc1 (stereo not drawn)	7	105	104	103	101	-9	0	110
O=C(COC(=O)c1ccccc1)NC12CC3CC(CC(C3)C1)C2	-6	99	101	99	104	3	0	107
COC(=O)c1cc(NS(=O)(=O)c2ccc(Cl)c(N3C(=O)c4ccc(C(=O)O)cc4C3=O)c2)cc(C(=O)OC)c1	9	105	106	95	100	12	1	97
Cc1ccc(/C=C/C(=O)O)cc1S(=O)(=O)NCCCO	2	102	105	103	100	2	0	104
C=CCNC(=O)C1CCN(S(=O)(=O)c2cccs2)CC1	5	106	98	111	107	30	0	90
CCn1cc(CN2CCCC(CO)(Cc3ccc(F)cc3)C2)c2ccccc21 (stereo not drawn)	4	108	99	110	101	5	0	96
O=C1/C(=C/c2cccc(O)c2)SC(=S)N1CC1CCCO1 (stereo not drawn)	0	101	100	93	101	9	0	108
CCCCCCOc1ccc(C(CC(N)=O)C(=O)O)cc1 (stereo not drawn)	5	92	94	88	94	-5	0	102
N=c1c(C(=O)NCC2CCCO2)cc2c(=O)n3ccccc3nc2n1Cc1ccccc1 (stereo not drawn)	-4	212*[may fluoresce red and violet]	?	?	?	-29	0	58[may fluoresce red and violet]
COc1ccc(C2Nc3ccc(Br)cc3C(c3ccccc3)N2CC(=O)O)cc1 (stereo not drawn)	11	103	107	108	116	17	0	106
Cc1nc(CN2CCC(c3ccccc3)CC2)cc(=O)[nH]1	3	98	94	95	91	4	2	93
Cc1cccc(-n2nnc(C(=O)N3CCc4ccccc4C3)c2N)c1	8	100	91	85	98	3	1	118
CC1CN(c2nc3c(c(=O)[nH]c(=O)n3C)n2Cc2ccccc2F)CC(C)O1 (stereo not drawn)	7	103	104	98	98	-33	0	91
CCOC(=O)C1CCCN(S(=O)(=O)c2c(C)noc2C)C1 (stereo not drawn)	10	99	109	102	102	-18	0	105
CCOC(=O)C1=C(C)NC(=O)NC1c1ccc(OCC(=O)OC)c(OC)c1 (stereo not drawn)	12	99	103	107	99	3	0	96
O=C(Cc1ccccc1)Nc1nnc(-c2ccco2)o1	-5	108	101	105	102	3	0	100
Cc1ccccc1OCCC(=O)NNC(=O)COc1cccc(F)c1	0	88	97	91	93	-17	0	101
CCc1cc(=O)oc2cc(C)cc(OCC(=O)N3CCC[C@@H]3C(=O)O)c12	-18	104	101	96	97	-5	0	102
CCOC(=O)CCCCC(=O)c1[nH]c(=O)[nH]c1CSCCO	12	114	117	117	107	-10	1	111
O=C(CC1C(=O)NCCN1Cc1ccccc1C(F)(F)F)NCCN1CCCCC1=O (stereo not drawn)	-12	104	100	109	104	2	1	91
CCN(C[C@H]1N[C@@](Cc2ccccc2)(C(=O)OC)[C@H]2C(=O)N(Cc3ccccc3)C(=O)[C@@H]12)C(=O)c1ccc(C)cc1	14	85	86	92	87	30	0	81
CCOC(=O)c1ccc2c(c1)N(CC(=O)N1CCCC1)C(=O)C(C)(C)O2	-1	96	88	.	94	-1	1	93
COc1ccc(COc2cccc(C=O)c2)cc1	0	99	93	90	103	-9	0	106
FC(F)(F)c1cccc(NC(=S)NCCN2CCOCC2)c1	9	94	95	102	95	-3	2	84
Cc1ccc(C(C(=O)NC2CCCC2)N(CCCO)C(=O)Cn2nnc(-c3ccc(C)o3)n2)cc1 (stereo not drawn)	0	138	19	93	87	-19	0	94
Cc1ccc(-c2cc(-c3ccccc3Cl)c(C#N)c(N)n2)o1	-6	108	27[may fluoresce violet]	97	96[may fluoresce violet]	4	0	99[may fluoresce violet]
CCOC(=O)c1c(NC(=O)CSc2nnc(-c3ccco3)o2)sc(C(C)=O)c1C	8	96	110	108	102	-6	6	104
Cc1c(C(=O)N2CCN(c3ccccn3)CC2)sc2ncnc(N3CCN(c4ccccc4)CC3)c12	7	103	96	93	95	-6	0	101
O=C(NCc1ccccc1Cl)c1ccc(NC2=NC3CS(=O)(=O)CC3S2)cc1 (stereo not drawn)	-1	97	96	92	99	12	0	93
More entries
SMILES	VLA-4 inh	MEP2-GFP yeast	AGP1-GFP MLPCN	CIT2-GFP yeast	RPL19A TOR yeast	JMJD2C inh	GRK2 aptamer HTS	LAP4-GFP MLPCN
CCOC(=O)c1cnc(N2CCN(C(=O)OCC)CC2)[nH]c1=O	-1	101	91	91	97	-1	0	98
Nc1nc(SCC(=O)N2CCCc3ccccc32)[nH]c(=O)c1-c1ccccc1	-14	102	104	101	100	2	10	99
Cc1ccccc1C(=O)NC(CC(C)C)C(=O)Nc1ccc(S(N)(=O)=O)cc1 (stereo not drawn)	-6	102	92	97	104	1	3	92
COc1ccc(NC(=O)CCCN2C(=O)CN(C)C2=O)c(OC)c1	-12	105	106	103	102	-1	5	98
CCOC(=O)C1=C(C)N(C)C(=O)NC1c1cc2c(cc1Br)OCO2 (stereo not drawn)	-2	102	103	97	98	-3	0	106
COC(=O)c1c(NC(=O)c2ccco2)sc2c1CC(C)(C)NC2(C)C	4	103	101	89	100	-41	0	97
COc1cc(/C=N/NC(=S)NCC2CCCO2)cc(OC)c1OC (stereo not drawn)	10	95	95	90	93	-18	0	105

From PubChem
